PGK inhibitor = inhibitors of T. brucei phosphoglycerate kinase | P07378 | PGK/GAPDH coupled, Kinase-Glo luminescence, 60 min | Potency, µM (doses to about 57.5 µM), for inactives: at the highest dose activity change, negative = inhibition, most hits filed as inhibitors | 380,000 compounds, 0.043% hits | AID 602233; also: potency is read from the fitted curve at half-maximal effect; % is scaled to controls: 0 for no effect and ±100 for the full control effect; nearly all actives have a fitted effect of over 60% in size
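Luminescent ATP detection (Kinase-Glo Plus) follows a 60-minute room-temperature incubation, with wells lacking PGK as controls. Buffer: 100 mM TEA (pH 7.6), 5 mM MgCl2, 0.01% Tween-20. Coupling enzyme GAPDH (100 nM final) supplies unstable 1,3-BPG in-well.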
BAZ2B inh = BAZ2B (human) inhibition. AlphaScreen BAZ2B-H3K14Ac peptide displacement. Q9UIF8. AID 504333. Potency, µM (top dose mostly 114 µM), for inactives: at the top dose activity change, negative = inhibition, hits mostly inhibitors. 360,000 compounds, 4.4% hits; also: potency is read from the fitted curve at half-maximal effect; % is scaled to controls: 0 for no effect and ±100 for the full control effect; nearly all actives have a fitted effect of over 60% in size
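AlphaScreen luminescence quantifies BAZ2B engagement of H3K14Ac peptide; the protein and biotinylated peptide are both at 50 nM final, buffer PBS pH 7.4 with 0.01% Tween-20, all steps at room temperature.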
PI4K2A block = PI4K2A (human) kinase inhibition; Q9BTU6; purified PI4K2A, ADP-Glo luminescence, 1 h; hits give low values; activity change, negative = inhibition, % at 76.9 µM; 420,000 compounds, 0.13% hits; AID 1346378; in the data active = activity change below about -50%; inconclusive = mostly about -30% to -49%;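 also: -100% = wells without enzyme as full effect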
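In this quantitative HTS, ADP production by PI4K2A was quantified luminescently after 1 h at ambient temperature; 100 microM adenosine served as plate-quality control.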
Pin1 inh = human Pin1 inhibition. Q13526. Pin1 FP peptide displacement, HiFluor488, 10 min. Potency, µM (series often up to 115 µM), for the others: at the highest dose activity, negative = inhibition, usual class: inhibitors. 390,000 compounds, 0.009% hits; active = well fitted inhibition curve with a large enough effect in the polarisation, with a control signal flat, not every such curve was filed as active; inconclusive = small, poorly fitted or top-dose-only effect, or effect the other way, or a change in a side signal; inactive = no such curve, though single readings can be large or run the other way; the % refers to the polarisation; also: potency is read from the fitted curve at half-maximal effect; % is scaled to controls: 0 for no effect and ±100 for the full control effect
Target sequence (Q13526 whole entry, looked up): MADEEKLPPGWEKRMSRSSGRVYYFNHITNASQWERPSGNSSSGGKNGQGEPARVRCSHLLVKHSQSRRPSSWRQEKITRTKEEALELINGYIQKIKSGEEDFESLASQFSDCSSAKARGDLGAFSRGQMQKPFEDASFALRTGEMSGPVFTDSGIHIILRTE
ERG-DNA inh = blocks human ERG Ets domain binding to DNA; 370,000 compounds, 0.028% hits; AID 624246; P11308; Potency, µM (top dose mostly 76.9 µM), without a hit: at the highest dose FP activity, negative = inhibition, actives largely listed as inhibitors; fluorescence polarization, His-ERG Ets domain / labelled DNA; active = well fitted inhibition curve with a large enough effect in the polarisation, with a control signal flat; inconclusive = small, poorly fitted or top-dose-only effect, or effect the other way, or a change in a side signal; inactive = no such curve, though single readings can be large or run the other way; the % refers to the polarisation;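 also: polarization taken with two DNA probes labelled with fluorescein and Texas red; potency is read from the fitted curve at half-maximal effect; % of control where 0% means no effect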
Target sequence (P11308 whole entry, looked up, the tested form may be a part): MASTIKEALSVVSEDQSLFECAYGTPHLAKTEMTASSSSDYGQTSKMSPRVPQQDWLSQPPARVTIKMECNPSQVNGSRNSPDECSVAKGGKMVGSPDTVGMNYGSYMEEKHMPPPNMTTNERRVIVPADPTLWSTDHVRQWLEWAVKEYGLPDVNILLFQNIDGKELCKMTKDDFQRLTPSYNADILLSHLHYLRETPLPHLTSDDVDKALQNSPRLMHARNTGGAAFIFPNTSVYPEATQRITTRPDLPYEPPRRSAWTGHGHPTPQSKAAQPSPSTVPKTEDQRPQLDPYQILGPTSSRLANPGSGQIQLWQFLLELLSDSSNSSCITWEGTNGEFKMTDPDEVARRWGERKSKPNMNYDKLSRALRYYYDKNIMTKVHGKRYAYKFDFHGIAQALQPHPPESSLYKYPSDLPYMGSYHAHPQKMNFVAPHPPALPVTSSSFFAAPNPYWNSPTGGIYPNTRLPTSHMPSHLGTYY
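His-tagged ERG Ets domain (1 uM in the protein solution; 300mM KCl, 50mM Tris-HCl, 1mM EDTA, 1mM DTT, pH 7.5) received compound, then a probe mix of 5 nM fluorescein-DNA and 100nM Texas-615-DNA. Fluorescence polarization was read for both dyes.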
HP1b binding inh = HP1-beta chromodomain-methylated histone interaction inhibition | AlphaScreen HP1-beta / biotin-H3K9me3 peptide binding | Potency, µM (doses to about 114 µM), for inactives: at the top dose activity change, negative = inhibition, usual class: inhibitors | 390,000 compounds, 0.56% hits | AID 540317; also: potency is read from the fitted curve at half-maximal effect; nearly all actives have a fitted effect of over 70% in size; inactives centre near 23
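HP1-beta protein (50 nM final) preincubated 30 min at room temperature with biotinylated H3(1-18)K9me3 peptide (50 nM) in PBS pH 7.4, 0.01% Tween-20, then compound added for 30 min. AlphaScreen streptavidin donor/nickel chelate acceptor beads (10 ug/mL final), 30 min dark, luminescence read.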
G9a block = blocks human histone lysine methyltransferase G9a. Q96KQ7. Potency, µM (top dose mostly 102 µM), inactives show at the highest dose activity, negative = inhibition, usual class: inhibitors. 350,000 compounds, 8.8% hits. G9a H3K9 monomethylation, AlphaScreen, 2 h; also: potency is read from the fitted curve at half-maximal effect; % is scaled to controls: 0 for no effect and ±100 for the full control effect; nearly all actives have a fitted effect of over 75% in size
Target sequence (Q96KQ7 913-1193 limits assumed): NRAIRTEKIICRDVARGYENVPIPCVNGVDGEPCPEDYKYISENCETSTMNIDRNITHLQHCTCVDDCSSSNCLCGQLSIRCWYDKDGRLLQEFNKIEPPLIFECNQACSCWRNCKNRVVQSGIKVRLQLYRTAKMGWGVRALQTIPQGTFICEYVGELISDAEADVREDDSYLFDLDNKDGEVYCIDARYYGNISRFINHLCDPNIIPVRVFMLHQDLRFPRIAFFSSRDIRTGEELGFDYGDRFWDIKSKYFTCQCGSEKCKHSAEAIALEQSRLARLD
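Step 1: enzyme (final 20 nM) with compound, 15 min RT. Step 2: substrate peptide 500 nM and SAM 20 uM, 2 h RT. Step 3: anti-H3K9me1 antibody and AlphaScreen beads, 10 min, then plate read.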
GLS inh = glutaminase GLS (human) inhibition; GLS enzymatic activity, qHTS titration; Potency, µM (highest dose often 45.5 µM), inactives show top-dose activity change, negative = inhibition, usual class: inhibitors; 410,000 compounds, 0.21% hits; AID 624170; also: potency is read from the fitted curve at half-maximal effect; % is scaled to controls: 0 for no effect and ±100 for the full control effect
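Human kidney-isoform GLS in 45 mM KH2PO4 pH 8.2, 0.02% Tween-20, with compound, started with 1mM L-Glutamine (added stock). Glutamate oxidase/HRP/Amplex red coupled fluorescence read at start and after 30 min at RT.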
JMJD2A Tudor = JMJD2A Tudor domain (human) inhibition | Potency, µM (top dose mostly 114 µM), for inactives: at the highest dose activity change, negative = inhibition, most hits filed as inhibitors | 390,000 compounds, 4.4% hits | O75164 | AID 504339 | AlphaScreen JMJD2A-Tudor / H3K4me3 peptide binding; also: potency is read from the fitted curve at half-maximal effect; % is scaled to controls: 0 for no effect and ±100 for the full control effect; nearly all actives have a fitted effect of over 50% in size
Numbers without * were called inactive; i = inactive; ? = inconclusive; . = not tested or not shown; [ ] = dose if it differs, or a comment. Unless noted, calls follow the shape of the dose curve; as a rule, active = well fitted curve in the direction sought with a large enough effect; inconclusive = small, poorly fitted or top-dose-only effect, or another doubt; inactive = no such curve, though single readings can be large; an effect the other way counts as inactive or inconclusive.

SMILES	PGK inhibitor	BAZ2B inh	PI4K2A block	Pin1 inh	ERG-DNA inh	HP1b binding inh	G9a block	GLS inh	JMJD2A Tudor
CCCCN(C)CCCNC(=O)C1CCN(c2nc3ccc(CC)cc3s2)CC1	i	-9%	-4	12%	-1%	21%	-36%[59 µM]	-2%	-10%
COc1ccc(C(=O)NCCCN2CCCC2=O)cc1	1%	5%	-2	0%	-11%	3%	-34%[59 µM]	2%	-35%
CC(=O)Nc1ccc(NC(=O)C(C)OC(=O)c2ccc3[nH]c(C)c(C)c3c2)cc1 (stereo unspecified)	5%	-3%	3	12%	6%	-7%	50µM*	16%	?
CCCN(CC(=O)Nc1ccccc1OC)C(=O)c1cc2ccccc2o1	-6%	-17%	1	3%	4%	10%	-24%	2%	-18%
C=CCOc1ccccc1CNCc1cccnc1	-6%	-33%	0	3%	-3%	40%[activator]	-32%[12.7 µM]	6%	-2%
CCN(C(=O)Cn1c(=O)oc2ccccc21)c1cccc(C)c1	-1%	-25%	-1	0%	-6%	9%	-45%	40%[activator]	?
CN(C)C(=O)C1OC(C)(C)OC1C(=O)N(C)C (stereo unspecified)	2%	-4%	0	-6%	.	24%	-12%[12.7 µM]	9%	-12%
COc1cc(CN2CCc3c([nH]c4ccccc34)C2)cc(OC)c1	-2%	35µM*	-2	1%	-2%	?	32µM*	?	7.9µM*
CCC1CCc2sc(C(=O)OCC(=O)N(CCOC)c3c(N)n(Cc4ccccc4)c(=O)[nH]c3=O)cc2C1 (stereo unspecified)	4%	1%	-2	12%	6%	11%	28µM*	5%	-8%
C[C@H](NC(=O)C1CCN(S(=O)(=O)c2ccccc2)CC1)C(=O)NCc1ccc(Cl)cc1Cl	-7%	-6%	3	-4%	-4%	23%	1%	4%	-17%
CC(On1nnc2ccc(S(=O)(=O)N3CCOCC3)cc21)C(=O)Nc1ccccc1F (stereo unspecified)	-9%	-4%	-4	11%	-2%	2%	-6%	0%	-17%
COc1ccc(C(=O)NCCc2ccc(S(N)(=O)=O)cc2)cc1OC	2%	11%	6	7%	0%	14%	5%[2.33 µM]	-1%	-5%
Cc1ccc(Nc2nc(N)nc(CSc3nccn3C)n2)c(C)c1	2%	-11%	-7	0%	-2%	16%	6%[59 µM]	3%	-10%
CCCNCc1cc(OC)c(OCc2ccccc2)cc1Br	-3%	-12%	2	5%	9%	50%[activator]	?	-6%	-6%
COCc1cc(C)nc(SCC(=O)NCc2ccco2)c1C#N	-8%	1%	-3	0%	-11%	20%	-29%[12.7 µM]	-13%	1%
O=C(NC1=NCCS1)c1ccc([N+](=O)[O-])cc1Cl	0%	-7%	-1	6%	-9%	30%	11%	-14%	-13%
O=C(c1ccccc1Cl)N1CCN(CCc2ccccn2)CC1	i	?	4	0%	0%	35%[activator]	?	3%	-10%
Cc1cc(NC(=O)CSc2ccc(-c3ccccc3)nn2)no1	-6%	-39%	1	1%	-5%	5%	9%[59 µM]	5%	-19%
CCCCN1C(=O)CCC(C(=O)O)C1c1ccc([N+](=O)[O-])cc1 (stereo unspecified)	13%	5%	0	-3%	6%	22%	?	2%	-4%
Cc1ccc2c(c1)C(=O)C(=O)N2Cc1ccc(OC(C)C)cc1	10%	?	12	?	1%	?	?	-12%	-36%
Cc1ccc(CNC(=O)c2ccc(Cn3c(SCc4ccc(F)cc4)nc4cccnc43)cc2)o1	1%	-16%	-2	69%[activator]	1%	25%	?	-3%	-16%
CNC(=O)c1ccc(N(Cc2ccccc2C)S(C)(=O)=O)cc1	-2%	-24%	1	-2%	.	15%	3%	5%	-7%
Cc1ccc(NC(=O)c2ccc(OC(=O)COc3cccc(Cl)c3)cc2)cc1	-9%	2%	24	0%	3%	7%	8%	3%	-8%
CCN(CC)S(=O)(=O)c1ccc(NC(=O)c2cc(=O)[nH]c3ccccc23)cc1	10%	.	0	1%	17%	37%	-3%	1%	-7%
O=C(NCCc1csc(-c2ccc(F)cc2)n1)c1cccs1	2%	6%	2	-2%	2%	27%[57 µM]	4%[59 µM]	-4%	3%
Later entries
SMILES	PGK inhibitor	BAZ2B inh	PI4K2A block	Pin1 inh	ERG-DNA inh	HP1b binding inh	G9a block	GLS inh	JMJD2A Tudor
CCOC(=O)c1cnc(-c2ccccc2)nc1C(F)(F)F	-8%	39%[activator]	-2	0%	3%	143%[activator]	51%[activator]	1%	51%[activator]
Cc1ccc(CN2CCN(Cc3cnc(N(C)C)s3)CC2CCO)o1 (stereo unspecified)	-10%	-27%	7	-9%	12%	23%	-12%[12.7 µM]	1%	-22%
COc1ccccc1/C=C/c1nc(C#N)c(N2CCCCCC2)o1	.	?	-4	4%	1%	-13%	?	2%	-25%
CC1CC[C@@]2(OC1)O[C@H]1CC3[C@@H]4C[C@@H](O)[C@@]5(O)C[C@@H](O)[C@H](O)C[C@]5(C)[C@H]4CC[C@]3(C)[C@H]1[C@@H]2C (stereo partly specified)	-1%	0%	0	1%	3%	29%	28%	-2%	-26%
Cc1nc(C)c(CCNC(=O)c2ccccc2)s1	-6%	-7%	0	-2%	.	22%	10%[59 µM]	13%	1%
CSCCC(NC(=O)c1ccco1)C(=O)N1CCC(C(N)=O)CC1 (stereo unspecified)	-8%	9%	0	0%	13%	22%	8%[0.501 µM]	1%	-12%
CC(C)COC(=O)C(C#N)c1nc2ccccc2nc1N1CCN(Cc2ccc3c(c2)OCO3)CC1 (stereo unspecified)	-1%	-33%	-3	20%	18%	1%	?	1%	?
CC(=O)Nc1ccc(N2CCCCC2)cc1	1%	-6%	-2	7%	.	14%	?	73%[activator]	-11%
O=C1CCc2cc(NS(=O)(=O)c3ccc(F)cc3)cc3c2N1CCC3	-4%	9%	6	-7%	11%	9%	?	28%	-15%
Cc1ccc(CN(C)C(=O)c2cccc(S(=O)(=O)N3CCc4ccccc43)c2)cc1	-10%	.	-10	10%	2%	4%	.	-18%	-10%
Cc1ccc[n+](CC(=O)c2ccc(NC(=O)c3ccccc3)cc2)c1	i	-4%	-8	?	-6%	38%	-6%	-5%	-8%
O=S(=O)(NCc1cccs1)NCc1ccccc1F	i	2%	-3	-10%	-1%	36%[activator]	-3%	-5%	1%
C/C(=N\NS(=O)(=O)c1ccc(C)c([N+](=O)[O-])c1)c1cccs1	i	.	0	-5%	10%	17%	32µM*	0%	-18%
CCCn1c(CCNc2nc(-c3cccc(Br)c3)cs2)nc2ccccc21	1%	.	-3	5%	11%	30%	.	4%	-16%
O=C(CN1CCCCC1)Nc1cc(Cl)ccc1Oc1ccccc1	-14%	64%[activator]	1	2%	9%	99%[activator]	113%[activator]	10%	66%[activator]
CCOC(=O)c1c(-c2ccc(C)cc2)csc1NC(=O)/C(C#N)=C/c1ccc(O)c(OC)c1	-21%	?	-4	?	14%	-3%	-18%[59 µM]	2%	-29%
CCOC(=O)NC(=S)Nc1ccc(C(C)(C)C)cc1	-2%	-13%	-1	-4%	-1%	27%	82%[activator]	-3%	0%
COc1ccc(NS(=O)(=O)c2ccc(F)c(F)c2F)cc1S(=O)(=O)N1CCOCC1	-1%	9%	-1	-1%	9%	47%[activator]	12%[12.7 µM]	3%	7%
COCCN(CCOC)C(=O)c1ccc(SCc2ccc(C)cc2)c([N+](=O)[O-])c1	-3%	?	-3	0%	?	-15%	56µM*	0%	-33%
CCOC(=O)C(C)Sc1nnc(-c2c[nH]c3ccccc23)n1C (stereo unspecified)	-4%	-6%	2	13%	-17%	36%	-1%	-10%	-1%
CC1CN(C(=O)CNC(=O)Cc2cccc3ccccc23)CC(C)O1 (stereo unspecified)	0%	7%	0	8%	-29%	43%[activator]	-10%[2.33 µM]	-21%	-1%
COc1ccc(C(=O)Nc2ccc3c(c2)OCCO3)cc1Br	i	-7%	-3	-5%	-25%	32%	8%[59 µM]	1%	-18%
O=C(CCN1CCCCC1)NCNC(=O)CCN1CCCCC1	1%	-2%	8	-6%	-5%	26%	?	-13%	-8%[57.1 µM]
COC(=O)c1c(C)c(C)nc(N)c1C#N	-13%	14%	5	0%	-9%	19%	10%[59 µM]	6%	-5%
CCC(C)Sc1cccc(-c2nc3ccc(Cl)cn3c2NCc2ccccc2)c1 (stereo unspecified)	2%	-8%	-5	23%	19%	82%[activator]	20%[2.33 µM]	32%	8%
Continuation:
SMILES	PGK inhibitor	BAZ2B inh	PI4K2A block	Pin1 inh	ERG-DNA inh	HP1b binding inh	G9a block	GLS inh	JMJD2A Tudor
CCOC(=O)C1CCN(C(=O)COC(=O)CN(C)S(=O)(=O)c2ccc(NC(C)=O)cc2)CC1	i	.	2	0%	18%	14%	.	1%	-16%
COCCn1c(-c2ccsc2)nc2c1c(=O)[nH]c(=O)n2CC(C)C	-1%	10%	0	0%	-12%	39%	?	1%	-5%
COc1ccccc1-n1cnnc1SCC(=O)c1c[nH]c2ccccc12	3%	-15%	1	1%	0%	-12%	8%[59 µM]	50%[activator]	-30%
O=[N+]([O-])c1cccc2c(S(=O)(=O)N3CCCCC3)cccc12	10%	71µM*	-1	-6%	-2%	?	56µM*	6%	?
O=C(NCc1cn2ccccc2n1)c1ccc(Br)o1	-2%	-10%	-6	9%	-20%	21%	1%	-2%	-11%
COC(=O)c1ccccc1NC(=O)CSc1nc2c(c(=O)[nH]1)CCC2	-6%	-6%	-6	3%	8%	40%[activator]	-3%	2%	-10%

Bioassay records as filed in PubChem BioAssay.

Rows were taken by chance. Share with any hit: about 11%.
